Pf growth 96h = inhibits malaria parasite growth, 96 h. AID 504834. 6.9% of 320,000 active. P. falciparum luciferase reporter growth, 96 h. Potency, µM (titrated, usually from 28.7 µM), for inactives: top-dose activity change, negative = inhibition, actives largely listed as inhibitors
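Erythrocytes infected with luciferase-expressing P. falciparum were dispensed at 2% hematocrit and 0.05% parasitemia (final), then incubated with compounds 96 hours at 37 C in 5% CO2. Luminescence after detection reagent addition reported growth.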
Sm TGR block = S. mansoni TGR enzyme inhibition; Q962Y6; purified TGR, DTNB reduction, TNB absorbance 405 nm; Potency, µM (titrated, usually from 114 µM), inactives show top-dose activity change, negative = inhibition, actives largely listed as inhibitors; 3% of 360,000 active; AID 485364; note: nearly all actives have a fitted effect of over 60% in size
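First, TGR (20 nM dispensed) and NADPH were mixed with compound. Second, a 15 min room-temperature incubation followed. Third, further NADPH and then DTNB were added to start the reaction. Finally, TNB absorbance was monitored kinetically.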
Tb PYK inh = T. brucei pyruvate kinase inhibition. TbPYK enzyme, Kinase-Glo Plus ATP luminescence, 45 min. Potency, µM (highest dose often 76.8 µM), for inactives: at the highest dose activity, negative = inhibition, hits mostly inhibitors. 0.12% of 410,000 active; note: nearly all actives have a fitted effect of over 50% in size
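Quantitative HTS: titrated library compounds versus trypanosomal pyruvate kinase in TEA buffer (pH 7.2) containing KCl, MgCl2, BSA and Tween-20. Reactions were initiated with ADP, 130 uM final. Kinase-Glo Plus luminescence was read after 45 min at RT.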
LmPK inhibitor = inhibitors of Leishmania mexicana pyruvate kinase; Q27686; purified LmPK, Kinase-Glo ATP luminescence, 1 h; Potency, µM (titrated, usually from 57.5 µM), for inactives: at the highest dose activity change, negative = inhibition, most hits filed as inhibitors; 0.37% of 290,000 active; AID 1721
Target sequence (Q27686 whole entry, looked up): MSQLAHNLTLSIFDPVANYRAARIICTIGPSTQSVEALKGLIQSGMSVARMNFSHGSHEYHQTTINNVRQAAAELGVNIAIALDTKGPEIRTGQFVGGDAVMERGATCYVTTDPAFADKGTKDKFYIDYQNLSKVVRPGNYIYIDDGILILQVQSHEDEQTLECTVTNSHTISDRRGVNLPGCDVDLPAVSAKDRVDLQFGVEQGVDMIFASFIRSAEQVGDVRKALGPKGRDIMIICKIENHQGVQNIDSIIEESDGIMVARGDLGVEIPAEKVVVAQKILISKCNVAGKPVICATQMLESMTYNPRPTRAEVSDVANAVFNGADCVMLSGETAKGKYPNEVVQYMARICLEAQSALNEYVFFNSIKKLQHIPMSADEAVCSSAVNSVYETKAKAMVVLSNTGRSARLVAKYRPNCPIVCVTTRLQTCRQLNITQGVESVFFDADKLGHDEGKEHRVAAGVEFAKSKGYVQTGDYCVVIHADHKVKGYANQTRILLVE
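In 50 mM imidazole pH 7.2 with 7 mM MgCl2, LmPK (0.1 nM) turned over PEP (0.5 mM) and ADP (0.1 mM) for 1 h at room temperature. Luciferase read-out of ATP.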
HCV inh = inhibitors of hepatitis C virus infection; Huh7.5.1 HCVcc-Cre infection, luciferase reporter, 44 h; Potency, µM (doses to about 41.8 µM), for inactives: at the top dose activity change, negative = inhibition, most hits filed as inhibitors; 3.4% of 340,000 active; AID 651820
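Cells (1,000/well) were plated 4 h before compound, then infected with HCVcc-Cre virus (~0.5 moi). After 44 h further culture, infection was read as luciferase luminescence following a 15 min substrate incubation at room temperature.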
Pf growth 48h = P. falciparum growth inhibition at 48 hours (one generation) | P. falciparum luciferase growth in erythrocytes, 48 h | Potency, µM (top dose mostly 28.7 µM), for the others: at the top dose activity change, negative = inhibition, hits mostly inhibitors | 5.9% of 310,000 active | AID 504832
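A one-generation exposure of luciferase-tagged malaria parasites in RPMI 1640/Albumax erythrocyte culture, 37 C and 5% CO2. Inhibition is inferred from decreased luminescence after adding detection reagent.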
Starred values were filed as active, the others as inactive; ? = inconclusive; / = no result given; & = joins results of further samples; [ ] = another dose, or the depositor's remark. Calls come from the whole dose curve; as a rule, active = well fitted curve in the direction sought with a large enough effect; inconclusive = small, poorly fitted or top-dose-only effect, or another doubt; inactive = no such curve, though single readings can be large; an effect the other way counts as inactive or inconclusive. % is set by controls: 0 for no effect and ±100 for the full control effect; potency is the fitted concentration of half-maximal effect.

1. C=CCSc1nc(N)c2c3c(sc2n1)CN(C)CC3
2. CCN(CC)S(=O)(=O)c1ccc(C(=O)OCC(=O)N2CCN(C(=O)c3ccco3)CC2)cc1
3. COc1ccc(-n2nnnc2/C=C\Nc2ccc(C)cc2)cc1
4. COc1ccc(Cl)cc1N(C)C(=O)CCNC(=O)Cn1cnc2ccccc2c1=O
5. CCCS(=O)(=O)C/C(N)=N/OC(=O)c1ccccc1Cl
6. CCOC(=O)c1c(CSc2ccsc2)n(C)c2cc(Br)c(O)c(CN(C)C)c12
7. CC(=O)Nc1ccc(NC(=O)c2cccc(Oc3ccccc3)c2)cc1
8. O=C(OCc1cc(Cl)ccc1OC(F)F)c1cncc(Br)c1
9. CCN(CC)S(=O)(=O)c1ccc(C(=O)N2CCN(c3ncccn3)CC2)cc1
10. COc1cccc(CNS(=O)(=O)c2ccc(S(=O)(=O)NC3CC3)cc2)c1

assay / entry | 1 | 2 | 3 | 4 | 5 | 6 | 7 | 8 | 9 | 10
Pf growth 48h | ? | 3% | 6% | 51%[activator] | 22% | ? | 15% | 3% | -9% | ?
Pf growth 96h | 2.1µM* | ? | 9% | 9% | 33%[activator] | ? | 12% | 4% | -16% | ?
HCV inh | ? | 8% | 19% | -28% | 17% | ? | 15% | -5% | -1% | 5%
Sm TGR block | 53%[activator] | 0% | -11% | -1% | ? | -5% | -6% | 7% | -5% | -3%
LmPK inhibitor | 0% | -4% | 0% | 0% | -3% | -3% | -2% | 0% | 0% | 6%
Tb PYK inh | 5% | -6% | -3% | -1% | -1% | -13% | -1% | 2% | 0% | 5%

11. CC(C(=O)N1CCc2ccccc21)N1CCN(S(=O)(=O)c2ccc(C(F)(F)F)cc2)CC1 (configuration not stated)
12. O=C(CCN1C(=O)/C(=C/c2ccccc2)SC1=S)NCCc1ccc(O)cc1
13. CCCCn1c(O)c(/C=C2\C=NN=C2c2ccccc2)sc1=S
14. CCOc1cc(N2CCOCC2)c(OCC)cc1NC(=O)Cn1[nH]c(=O)c2ccccc2c1=O
15. Nc1ccc2nc3c(c(Cl)c2c1)CCCC3
16. COC(=O)[C@@]12CCCCN1[C@H](c1ccc(-c3ccc(OC)cc3)cc1)[C@@H]1C(=O)N(C)C(=O)[C@@H]12
17. C[C@H](NC(=O)c1[nH]cnc1C(=O)Nc1cccc(Cl)c1)c1ccccc1
18. O=C(/C=C/c1ccc(F)cc1)NCCC1=CCCCC1
19. CC1(C(=O)NC(=S)NNC(=O)c2ccncc2)CCCCC1
20. CCOc1ccc(S(=O)(=O)c2c(C(=O)c3ccccc3)cnc3cc4c(cc23)OCCO4)cc1

assay / entry | 11 | 12 | 13 | 14 | 15 | 16 | 17 | 18 | 19 | 20
Pf growth 48h | ? | -2% | -6% | 5% | 23% | ? | ? | 21% | ? | ?
Pf growth 96h | ? | 12µM* | ? | 6% | 12% | -8% | ? | 0% | ? | ?
HCV inh | ? | ? | -14% | 8% | -11% | 0% | -11% | -18% | 1% | 2%
Sm TGR block | -9% | 3% | -8% | -22%&6% | ? | -4% | -3% | 5% | -4% | -2%
LmPK inhibitor | / | -13% | 2% | 7%&4% | 0% | / | / | 6% | -1% | -1%
Tb PYK inh | 5% | -6% | -4% | 0% | -12% | 16% | -4% | 6% | -3% | 19%

4 of the compounds above, field by field.
13. CCCCn1c(O)c(/C=C2\C=NN=C2c2ccccc2)sc1=S
- Pf growth 48h: -6%
- Pf growth 96h: ?
- HCV inh: -14%
- Sm TGR block: -8%
- LmPK inhibitor: 2%
- Tb PYK inh: -4%

14. CCOc1cc(N2CCOCC2)c(OCC)cc1NC(=O)Cn1[nH]c(=O)c2ccccc2c1=O
- Pf growth 48h: 5%
- Pf growth 96h: 6%
- HCV inh: 8%
- Sm TGR block: -22%&6%
- LmPK inhibitor: 7%&4%
- Tb PYK inh: 0%

15. Nc1ccc2nc3c(c(Cl)c2c1)CCCC3
- Pf growth 48h: 23%
- Pf growth 96h: 12%
- HCV inh: -11%
- Sm TGR block: ?
- LmPK inhibitor: 0%
- Tb PYK inh: -12%

16. COC(=O)[C@@]12CCCCN1[C@H](c1ccc(-c3ccc(OC)cc3)cc1)[C@@H]1C(=O)N(C)C(=O)[C@@H]12
- Pf growth 48h: ?
- Pf growth 96h: -8%
- HCV inh: 0%
- Sm TGR block: -4%
- LmPK inhibitor: /
- Tb PYK inh: 16%

Further entries follow:
21. CCCCn1c(SCn2nnc3ccccc3c2=O)nc2cc(S(N)(=O)=O)ccc21
22. Cc1n[nH]c(C)c1Sc1ccccc1N=Cc1cc([N+](=O)[O-])ccc1O
23. CN(C)c1ccc(Nc2c3c4c(cccc4n(C)c2=O)C(=O)c2ccccc2-3)cc1
24. COc1ccc(C(=O)N2CCCC(c3nc(-c4cc(OC)c(OC)c(OC)c4)no3)C2)cc1 (configuration not stated)
25. CCCCN1C[C@H](Cc2ccccc2)[C@@H](CC(=O)Nc2ccccc2)C1=O
26. COC(=O)c1sc(-c2ccc(C(C)(C)C)cc2)cc1NC(=O)CSCC(=O)O
27. COc1ccccc1C(=O)NNC(=O)c1ccccc1[N+](=O)[O-]
28. O=C(CSc1nnnn1C1CCCCC1)Nc1ccc(F)cc1
29. O=C(O)COc1ccc(/C=C/c2nc(-c3ccccc3O)n[nH]2)cc1
30. O=C(CSc1nc(O)c(Cc2ccccc2)c(=O)[nH]1)N1CCOCC1

assay / entry | 21 | 22 | 23 | 24 | 25 | 26 | 27 | 28 | 29 | 30
Pf growth 48h | ? | / | -7% | ? | 45% | 29% | 6% | 56%[activator] | 78%[activator] | ?
Pf growth 96h | / | -45% | 5.2µM* | 26% | ? | -5% | ? | -25% | -2% | 0%
HCV inh | ? | / | ? | ? | -19% | 12% | 13% | -4% | 17% | -5%
Sm TGR block | -14% | -3% | -14% | 1% | -14% | -10% | -2% | -10% | 2% | 0%
LmPK inhibitor | 0% | 8% | ? | 5% | 14% | 2% | -2% | -5% | 0% | 8%
Tb PYK inh | 5% | / | -26% | -15% | -2% | -2% | -6% | 1% | -3% | 2%

Copied from the list:
`O=C(CSc1nc(O)c(Cc2ccccc2)c(=O)[nH]1)N1CCOCC1` in LmPK inhibitor has 8%
`O=C(CSc1nnnn1C1CCCCC1)Nc1ccc(F)cc1` in HCV inh has -4%
`CCCCn1c(SCn2nnc3ccccc3c2=O)nc2cc(S(N)(=O)=O)ccc21` in Sm TGR block has -14%
`CN(C)c1ccc(Nc2c3c4c(cccc4n(C)c2=O)C(=O)c2ccccc2-3)cc1` in Pf growth 96h has 5.2µM*
`COC(=O)c1sc(-c2ccc(C(C)(C)C)cc2)cc1NC(=O)CSCC(=O)O` in Pf growth 96h has -5%

Remaining list, next part:
31. O=C(O)c1[nH]c2ccc(Cl)cc2c1CC(=O)N1CCN(c2ccccc2)CC1
32. Cc1nccn1CCOc1ccccc1Cl
33. Cc1ccccc1CNC(=O)CCn1nc(C)c2c(C)n(-c3ccccc3)nc2c1=O
34. O=C(NC1(C(F)(F)F)NC(=O)N(C2CCCCC2)C1=O)C1CC1 (configuration not stated)
35. COc1ccc(C2(O)CCN(C(=O)c3ccc4c(c3)OCO4)CC2)cc1
36. Cc1ccc(-c2nn(-c3ccccc3)cc2/C=N/O)cc1
37. CCn1c2ccccc2c2cc(NC(=O)c3coc(=O)c(Br)c3)ccc21
38. CCCC(=O)Nc1cc(C(=O)N2CCC3(CC2)OCCO3)ccc1S(=O)(=O)c1ccc(C)cc1
39. COc1ccc(S(=O)(=O)Nc2ccc(-n3cccc3)cc2)cc1
40. Nn1c(SCC(=O)NC2CCCCC2)nnc1-c1ccco1

assay / entry | 31 | 32 | 33 | 34 | 35 | 36 | 37 | 38 | 39 | 40
Pf growth 48h | -5% | -30% | -12% | 19% | -5% | / | 6% | -8% | ? | -5%
Pf growth 96h | / | 274%[activator] | 20% | ? | ? | ? | 31%[activator] | ? | 6% | -19%
HCV inh | -1% | 1% | -4% | 15% | 16% | -25% | / | -10% | -7% | 11%
Sm TGR block | -8% | 1% | 1% | 6% | 8% | 10% | -17% | -31% | 3% | -14%
LmPK inhibitor | 1% | 2% | 0% | -3% | 6% | -2% | 0% | 3% | -1% | /
Tb PYK inh | 1% | -1% | 2% | 2% | -3% | 1% | / | -3% | 0% | -2%

Quoted from above: nos. 31–32
31. O=C(O)c1[nH]c2ccc(Cl)cc2c1CC(=O)N1CCN(c2ccccc2)CC1
32. Cc1nccn1CCOc1ccccc1Cl

assay / entry | 31 | 32
Pf growth 48h | -5% | -30%
Pf growth 96h | / | 274%[activator]
HCV inh | -1% | 1%
Sm TGR block | -8% | 1%
LmPK inhibitor | 1% | 2%
Tb PYK inh | 1% | -1%

The list goes on.
41. COC(=O)CCN(C(=O)C12CC3CC(CC(C3)C1)C2)c1ccccn1
42. CC1=CCC2C(=O)N(c3ccc4ccccc4n3)C(=O)C2C1 (configuration not stated)
43. CCn1c(=N)n(CCOc2ccc(OC)cc2)c2ccccc21
44. Cc1ccc2sc(NC(=O)c3cccc(N4C(=O)CCC4=O)c3)nc2c1C
45. CN(CC(=O)Nc1ccc(F)cc1)CC(=O)NC1CCCCC1
46. O=C(c1ccc(C(=O)N2CCCc3ccccc32)nc1)N1CCCc2ccccc21
47. Clc1ccc(C(c2ccccc2)N2CCN(c3ccccn3)CC2)cc1 (configuration not stated)
48. CC1(C)C(=O)NCCN1C(=O)CC1C(=O)NCCN1Cc1cccc(C(F)(F)F)c1 (configuration not stated)
49. O=C(Cc1ccccc1)OCCN1CCCCC1
50. CC(=O)c1cccc(NC(=O)CSc2nc(=O)n(CCN3CCOCC3)c3c2CCC3)c1

assay / entry | 41 | 42 | 43 | 44 | 45 | 46 | 47 | 48 | 49 | 50
Pf growth 48h | / | 17% | -6% | 12% | ? | -30% | ? | 6% | -15% | 2%
Pf growth 96h | 10% | 13% | 8% | 47%[activator] | -15% | ? | 6.6µM* | 11% | -3% | 8%
HCV inh | -14% | 5%&9% | -9% | ? | 17% | 4% | -15% | 14% | 22% | 4%[8.37 µM]
Sm TGR block | -14% | -1% | -21% | 0% | 3% | 0% | -1% | -32% | -18% | 1%
LmPK inhibitor | 0% | -2% | -8% | 0% | / | 7% | -1% | -3% | -1% | /
Tb PYK inh | -7% | 2% | -3% | 3% | 0% | 13% | 2% | 4% | 8% | -13%

51. CCOc1cc(/C=N/NC(=O)c2ccccn2)ccc1OC(=O)c1ccc(F)cc1
52. COc1cccc(NC(=S)N/N=C2/CCCCc3ccccc32)c1
53. O=C(CSc1nnc(-c2ccc(F)cc2)c2ccccc12)Nc1cccc(Cl)c1
54. COc1ccc(C(=O)NCCOc2ccccc2Cl)c(OC)c1OC
55. CC(NC(=O)C1CCC(CNS(=O)(=O)c2ccccc2)CC1)c1ccc2c(c1)OCCO2 (configuration not stated)
56. CCn1cc(C(=O)O)c(=O)c2cc(F)c(N3CCN(C(=S)NC(=O)c4cc(OC)cc(OC)c4)CC3)cc21
57. O=C(NCCCN1CCN(CCCNC(=O)c2cccc([N+](=O)[O-])c2)CC1)c1cccc([N+](=O)[O-])c1
58. CC(=O)Nc1ccc2nc(NC(=O)CCc3ccccc3)sc2c1
59. CCOc1ccccc1N1CCN(C(=O)c2ccccc2SCC(=O)N2CCCC2)CC1
60. Cc1nn(-c2c(Cl)cc(Cl)cc2Cl)c(=O)c2ccccc12

assay / entry | 51 | 52 | 53 | 54 | 55 | 56 | 57 | 58 | 59 | 60
Pf growth 48h | -10% | ? | ? | 101%[activator] | -2% | ? | ? | ? | ? | /
Pf growth 96h | 149%[activator] | ? | -34% | 7% | -11% | -19% | ? | ? | 13µM* | 13µM*
HCV inh | 21% | ? | ? | 0% | / | ? | -23% | -13% | -24% | ?
Sm TGR block | 50µM* | 0% | -6% | -9% | -12% | -10% | 5% | 7% | -4% | 17%
LmPK inhibitor | -4% | 8% | 12% | -1% | -1% | 1% | 4% | 0% | 0% | 1%
Tb PYK inh | 2% | -3% | 0% | -6% | / | -24% | -5% | 1% | 2% | -27%
